# Compound activity (PubChem BioAssay)
# aSyn yeast inh: rescues yeast growth from alpha-synuclein toxicity; actives 0.14% (n = 370,000); AID 652106; Yeast expressing alpha-synuclein, growth rescue, BacTiter-Glo, 24 h; Potency, µM (top dose mostly 46.1 µM), for inactives: top-dose growth rescue (activation), actives largely listed as activators; note: potency is the fitted concentration of half-maximal effect; % of control where 0% means no effect; nearly all actives have a fitted effect of over 65% in size
#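 Rescue of yeast growth: cells expressing toxic alpha-synuclein, induced in galactose at OD600 0.02, incubated with compound 24 h at 30 C. ATP luminescence quantified growth; inhibitors of toxicity appear as activators.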
# FUS suppressor: rescues growth of FUS-expressing yeast; S. cerevisiae FUS-expressing, growth rescue, OD600, 24 h; AID 1347120; actives 0.24% (n = 390,000); Potency, µM (doses to about 76.6 µM), without a hit: at the top dose growth rescue (activation), hits mostly activators;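 note: potency is the fitted concentration of half-maximal effect; plate controls were DMSO vehicle for no effect and reference control for full effect; nearly all actives have a fitted effect of over 55% in size; some results filed as inactive show a strong effect at the top dose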
#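 Toxicity suppression screen in FUS-yeast. Cells induced with 2% galactose, starting OD 0.005, treated 24hr at 30C with compounds at multiple final concentrations; growth by OD600.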
# Abeta yeast res: A-beta toxicity reversal in yeast; yeast expressing A-beta42, growth rescue, OD600, 48 h; response scale: 0% DMSO, 100% iron-clioquinol control; Potency, µM (series often up to 46.1 µM), without a hit: at the highest dose growth rescue, most hits filed as activators; actives 0.063% (n = 410,000); AID 1347071; note: potency is the fitted concentration of half-maximal effect; nearly all actives have a fitted effect of over 55% in size
#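 Growth rescue measured by 600 nm absorbance after 48 h yeast culture at 30 C with compound. Values normalized between DMSO and an equimolar ferric chloride plus clioquinol control.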
# GLP1R ag: agonists of human GLP-1 receptor; P43220; HEK293 GLP-1R CRE-luciferase, luminescence, 4-6 h; cells express a hypersensitive GLP-1R form; Potency, µM (top dose mostly 45.6 µM), for the others: at the top dose activation, hits mostly activators; actives 0.007% (n = 380,000); AID 624172; note: potency is the fitted concentration of half-maximal effect; % of control where 0% means no effect
# Target sequence (P43220 whole entry, looked up): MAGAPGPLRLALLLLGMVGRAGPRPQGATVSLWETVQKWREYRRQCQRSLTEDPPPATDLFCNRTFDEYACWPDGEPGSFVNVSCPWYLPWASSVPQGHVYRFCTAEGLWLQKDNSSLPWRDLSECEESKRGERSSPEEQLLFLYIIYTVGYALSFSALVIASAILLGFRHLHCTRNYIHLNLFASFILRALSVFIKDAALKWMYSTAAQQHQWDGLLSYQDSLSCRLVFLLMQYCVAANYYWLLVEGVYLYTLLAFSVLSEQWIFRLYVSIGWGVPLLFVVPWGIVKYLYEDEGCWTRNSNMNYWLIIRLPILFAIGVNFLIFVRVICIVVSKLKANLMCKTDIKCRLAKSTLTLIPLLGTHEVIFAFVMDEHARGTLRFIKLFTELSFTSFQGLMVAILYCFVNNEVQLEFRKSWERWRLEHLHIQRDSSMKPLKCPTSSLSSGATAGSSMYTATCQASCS
# TDP-43 yeast inh: TDP-43 toxicity inhibition in yeast; TDP-43 expressing yeast growth rescue, BacTiter-Glo, 24 h; Potency, µM (titrated, usually from 46.1 µM), inactives show at the top dose growth rescue (activation), hits mostly activators; AID 652104; actives 1.8% (n = 410,000); note: potency is the fitted concentration of half-maximal effect; % of control where 0% means no effect; nearly all actives have a fitted effect of over 50% in size
#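 Galactose-induced TDP-43 yeast, OD600=0.02, compound pinned; 24 hr, 30 deg C; BacTiter-Glo luminescence for growth. Inhibitors of TDP-43 toxicity read as activators.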
# DRD3 antagonist: D3 dopamine receptor (human) antagonism. max response, negative = inhibition, %. actives 2.5% (n = 360,000). AID 652054. D3R cells, DiscoveRx beta-arrestin luminescence, antagonist mode; stronger effect = lower value; in the data active = max response below about -50%; inconclusive = no clear call, values can overlap the other calls; note: % is set by controls: 0 for no effect and ±100 for the full control effect; mostly tested at two doses, the higher about 12 µM
#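 Cells expressing the human receptor were seeded at 1500 cells/well, incubated overnight at 37 degrees C in 5% CO2, then exposed to library compounds with dopamine controls for 90 minutes at 37 degrees C before luminescent detection.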
# PTHR1 ag: agonists of human PTHR1 parathyroid hormone receptor; actives 0.075% (n = 410,000); Potency, µM (series often up to 115 µM), without a hit: at the highest dose activation, hits mostly activators; Q03431; AID 743266; HEK293 GP2 PTHR1 cells, GloSensor cAMP luminescence, 1 h; note: potency is the fitted concentration of half-maximal effect; nearly all actives have a fitted effect of over 55% in size; some results filed as inactive show a strong effect at the top dose; inactives centre near -15; many of its hits are not listed in these tables
# Target sequence (Q03431 whole entry, looked up): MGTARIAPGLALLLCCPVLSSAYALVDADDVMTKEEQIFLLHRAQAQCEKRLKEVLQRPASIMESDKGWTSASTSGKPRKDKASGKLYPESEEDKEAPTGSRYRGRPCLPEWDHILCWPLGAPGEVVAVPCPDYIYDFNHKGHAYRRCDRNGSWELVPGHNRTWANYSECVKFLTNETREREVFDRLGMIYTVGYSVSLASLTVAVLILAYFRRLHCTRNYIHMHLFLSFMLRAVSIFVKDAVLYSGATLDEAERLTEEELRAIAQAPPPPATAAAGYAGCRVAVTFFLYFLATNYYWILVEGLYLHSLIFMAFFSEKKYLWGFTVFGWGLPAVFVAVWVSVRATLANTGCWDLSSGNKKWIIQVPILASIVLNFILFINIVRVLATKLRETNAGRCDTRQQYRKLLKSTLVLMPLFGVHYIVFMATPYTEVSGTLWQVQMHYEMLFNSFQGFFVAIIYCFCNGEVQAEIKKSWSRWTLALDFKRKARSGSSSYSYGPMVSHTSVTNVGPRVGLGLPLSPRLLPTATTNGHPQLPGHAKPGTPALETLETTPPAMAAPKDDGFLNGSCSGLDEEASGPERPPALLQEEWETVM
#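 HEK-293-derived GP2 cells expressing PTHR1 and a GloSensor cAMP reporter, 3,000/well, plated overnight, given luciferin plus IBMX (each 0.5 mM as added) for 1 h at 37 °C, then compound for 1 h at 37 °C. Luminescence was read after 15 min at room temperature.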
# GLP1R inv ag: acts as inverse agonist at human GLP-1 receptor | P43220 | HEK293 GLP-1R CRE-luciferase, luminescence, 24 h; GLP-1R form is constitutively active | Potency, µM (highest dose often 38.3 µM), inactives show at the highest dose activity change, negative = inhibition, hits mostly inhibitors | actives 1.6% (n = 410,000); note: potency is the fitted concentration of half-maximal effect; % is set by controls: 0 for no effect and ±100 for the full control effect; nearly all actives have a fitted effect of over 55% in size
#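 Using stably transfected HEK293 (constitutively active GLP-1R, cAMP-luciferase reporter), compounds were incubated 24 hr and luciferase measured by luminescence.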
# pAkt inh: inhibitors of Akt phosphorylation; Neuro2A IGF-stimulated pAkt S473 HTRF, 20 min; stronger effect = lower value; activity change, % for hits at 50 µM; actives 0.32% (n = 360,000); in the data active = activity change below about -80%; inconclusive = mostly about -51% to -80%; note: % is set by controls: 0 for no effect and ±100 for the full control effect
#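 Neuro2A cells (4,500/well, DMEM with 0.5% FBS) were treated with compound at a single 50 µM final concentration, stimulated with 6 nM IGF for 20 min at 37 °C, and lysed. Phospho-Akt Ser473 was read by HTRF as 665/615 ratio ×10^4.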
# Active calls of the source: *; i = inactive; ? = inconclusive; nt = not tested or not shown; & = joins results of further samples; [ ] = another dose, or the depositor's remark. Unless noted, calls come from the whole dose curve; as a rule, active = well fitted curve in the direction sought with a large enough effect; inconclusive = small, poorly fitted or top-dose-only effect, or another doubt; inactive = no such curve, though single readings can be large; an effect the other way counts as inactive or inconclusive.
SMILES,aSyn yeast inh,FUS suppressor,Abeta yeast res,GLP1R ag,TDP-43 yeast inh,DRD3 antagonist,PTHR1 ag,GLP1R inv ag,pAkt inh
COc1ccc(C(=O)N2CCCC(c3cc(C(=O)NCc4ccc(F)cc4)no3)C2)cc1 (stereo not given),-1%,34%,-15%,2%,3%,?,-20%,-6%,i
O=C(O)C1C2C=CC(C2)C1C(=O)NCCc1cccc(Cl)c1 (stereo not given),-6%,-7%,4%,-4%,2%,-13,i,-25%,i
O=C(O)C1CCCCC1C(=O)NCCc1ccccc1 (stereo not given),1%,13%,-9%,-4%,-15%,-26,i,0%,i
Cc1sc2ncnc(OCC(=O)N3CCN(S(=O)(=O)c4ccc(Cl)cc4)CC3)c2c1C,6%,?,0%,-8%,-4%,11,i,?,i
CC1=CC(=O)C(C(C)C)=C/C1=C(\c1cc(C(C)C)c(OP(=O)(O)O)cc1C)c1ccccc1C(=O)O,1%,27%,-2%,0%,-1%,18,-2%,?,i
O=C(COc1ccccc1)Nc1nnc(COc2ccccc2)s1,2%,nt,12%,-11%,2%,3,i,-11%,i
CCOC(=O)C1(CCc2ccccc2)CCN(Cc2c(O)cccc2OC)CC1,-4%,3%,-5%,5%,-22%,0,-23%,?,i
CC(C)C(=O)NCCc1nc2ccccc2n1CCc1ccccc1,11%,7%,-9%,4%,-25%,5,-2%,?,i
Cc1nn(CC(=O)NCc2cccnc2)c(C)c1[N+](=O)[O-],-4%,12%,-17%,10%,-16%,26,i,-3%,i
CN(CC(=O)Nc1ccc(Cl)c(Cl)c1)C(=O)CC1OC(=O)c2ccccc21 (stereo not given),1%,14%,8%,-12%,14%,1,i,-22%,i
Clc1ccccc1-c1nc(-c2ccncc2)no1,8%&-3%,-6%&7%,-4%&-19%,22%&8%&10%,1%&-2%,5&-10,-28%&-19%,2%&7%,i
CCOC(=O)C1CCCN(C2=NC(=O)/C(=C/c3ccc(OC)c(OC)c3)S2)C1 (stereo not given),-7%,4%,-19%,17%,15%,-4,i,80%[activator],i
CC(CCOS(N)(=O)=O)c1ccccc1 (stereo not given),-3%,-23%,-15%,-5%,-4%,-13,-8%,18%,i
CC1(C)Cc2c(sc(NC(=O)c3ccc(S(=O)(=O)N4CCCCCC4)cc3)c2C#N)C(C)(C)N1,2%,nt,8%,-2%,19%,-14,i,13%,i
O=C(OCc1ccc(-c2ccccc2)cc1)c1cccc(O)c1,-75%[inhibitor],24%,12%,17%,-91%[inhibitor],24,-2%,?,i
CSc1ccc(CN(C)C(=O)c2ccc(S(=O)(=O)Nc3c(C)n(C)n(-c4ccccc4)c3=O)cc2)cc1,0%,?,0%,8%,10%,0,i,-25%,i
CCOc1ccccc1N(CC(=O)NC1CCCCC1)S(=O)(=O)c1ccc(C)cc1,-1%,33%,-15%,15%,-5%,-17,-6%,?,i
O=C(O)c1ccc(CSc2nnc(SCc3ccccc3)s2)cc1,9%,15%,17%,-6%,28%,3,i,9%,i
O=C(Nc1ccc2c(c1)OCO2)c1c[nH]c(=O)n(-c2ccc(F)cc2)c1=O,-8%,nt,-11%,1%,6%,-9,-1%,16%,i
COC(=O)c1ccc2c(=O)n(Cc3ccc4c(c3)OCO4)c(=S)[nH]c2c1,-13%,-11%,-23%,0%,1%,-23,i,-13%,i
O=C(CCNS(=O)(=O)c1ccc2c(c1)CCN2C(=O)C1CC1)N1CCN(c2ccccc2F)CC1,-2%,22%,-20%,17%,15%,nt,-14%,-5%,nt
CCCCNc1nc2ccccc2nc1Cl,0%,-6%,-2%,14%,24%,6,i,-8%,i
O=C(Nc1ccc(F)c(Cl)c1)Nc1cnccn1,-3%,-11%,-13%,0%,14%,-19,-34%,4%,i
CCN(CC)CCCNC(=O)c1ccc2c3n(nc2c1)-c1ccc(Cl)cc1CO3,-4%,3%,0%,-2%,-10%,-116*,7%,-10%,i
COC(=O)COc1ccc(S(=O)(=O)NCc2ccc3c(c2)OCO3)cc1C,16%,0%,24%,9%,20%,2,-4%,7%,i
Cn1cc(C(=O)N2CCN(c3ccccc3)CC2)c(=O)c2cc(S(=O)(=O)N3CCOCC3)ccc21,-1%,26%,4%,-3%,0%,0,i,7%,i
CCN(CC)S(=O)(=O)c1nnc(NC(=O)COc2ccc(Cl)cc2)s1,nt,-14%,-16%,nt,5%,nt,i,-14%,nt
O=c1[nH]c(SCc2ccccc2)nc2c1CCCC2,nt,21%,-5%,nt,?,nt,i,4%,nt
CN(Cc1ccc2c(c1)OCO2)C(=O)c1cc(-c2ccccc2)c(N2CCOCC2)s1,-4%,?,-16%,-1%,19%,-6,-28%,?,i
CCN(CCCNC(=O)c1cc2c(=O)n(CC)c3ccccc3c2s1)Cc1ccccc1,nt,6%,11%,nt,2%,nt,-17%,-13%,nt
COc1ccc(C2CC(C)=NN2C=O)cc1OC (stereo not given),-3%,16%,-2%,-11%,-8%,-2,-22%,8%,i
Cc1ccc2c(Cl)cc(Cl)c(OCC(=O)NC(=O)NCc3ccco3)c2n1,4%,28%,-4%,7%,5%,24,-4%,5%,i
COc1ccc(NC(=O)C2CC(c3c(F)cccc3Cl)=NO2)cc1 (stereo not given),-2%,4%,4%,9%,13µM*,-7,-49%[inhibitor],-8%,i
COc1ccc(C(C)=O)cc1CSCCC(=O)O,-5%,-6%,2%,15%,8%,12,2%,6%,i
CN1CC(=O)N(CC(=O)Nc2ccc3c(c2)CCC3)C1=O,6%,-3%,-13%,1%,-7%,10,i,-8%,i
CC(C)COc1ccc(C(=O)OCC(=O)NCCC2=CCCCC2)cc1,1%,11%,4%,10%,23%,10,-26%,4%,i
CCNC(=O)NC(=O)COc1ccccc1C#N,-4%,-7%,10%,3%,-14%,-20,i,8%,i
Cc1cc(=O)nc2c3ccccc3n(CC(=O)NC(C)c3ccc4c(c3)OCCO4)n12 (stereo not given),-2%,14%,-13%,0%,-6%,-3,-4%,9%,i
CCCCSc1nnc([C@@H]2CCCN2C(=O)OC(C)(C)C)o1,-11%,-4%,15%,16%,12%,-8,i,?,i
CCc1nnc(N/N=C/c2ccc(O)c(OC)c2)n1N,0%,-11%,9%,-6%,15%,-11,-9%,6%,i
CCOC(=O)C1(Cc2cccc(OC)c2)CCN(Cc2cccnc2)CC1,-3%,12%,2%,9%,-8%,-19,-6%,?,i
O=C(N/N=C/c1cn(-c2cccs2)nc1-c1ccccc1)c1ccccc1Cl,8%,nt,-3%,-2%,0%,3,-17%,?,i
NNC(=S)NC1CCCCCCCCCCC1,-4%,25%,?,7%,?,-28,i,?,i
CC(=O)Nc1ccc(N/C(=N\S(=O)(=O)c2ccccc2)c2ccccc2)cc1,1%,nt,9%,4%,1%,5,i,17%,i
CCN(CC)c1ccc(/C=N/N2C(=O)c3ccccc3C2=O)cc1,-5%,nt,-2%,-5%,9%,7,-21%,-7%,i
COCCNC(=O)c1ccc2c(c1)ncn2-c1cc(C)ccc1OC,nt,-13%,-7%,nt,8%,nt,-14%,12%,nt
Cc1cc(NC(=O)CSc2nc(N)c(NC(=O)c3ccc(F)c(F)c3)c(=O)[nH]2)no1,-9%,14%,1%,-10%,-13%,-4,-1%,11%,i
COc1ccc(-n2c(SCC(=O)Nc3cc(C)on3)nc3c([nH]c4ccccc43)c2=O)cc1OC,1%,nt,4%,13%,17%,19,i,7%,i

# For reference, some entries already given.
SMILES,aSyn yeast inh,FUS suppressor,Abeta yeast res,GLP1R ag,TDP-43 yeast inh,DRD3 antagonist,PTHR1 ag,GLP1R inv ag,pAkt inh
CCNC(=O)NC(=O)COc1ccccc1C#N,-4%,-7%,10%,3%,-14%,-20,i,8%,i
Cc1cc(=O)nc2c3ccccc3n(CC(=O)NC(C)c3ccc4c(c3)OCCO4)n12 (stereo not given),-2%,14%,-13%,0%,-6%,-3,-4%,9%,i

# Additional results follow.
SMILES,aSyn yeast inh,FUS suppressor,Abeta yeast res,GLP1R ag,TDP-43 yeast inh,DRD3 antagonist,PTHR1 ag,GLP1R inv ag,pAkt inh
COc1ccc([N+](=O)[O-])cc1N(CC(=O)NCCCOC(C)C)S(C)(=O)=O,2%,30%,4%,5%,-24%,4,i,12%,i
BrC(=C\c1ccccc1)/C=N/n1cnnc1,8%,-32%,-30%,-8%,?,-21,-36%[inhibitor],?,i
CN(C)c1ccc(/C=N/NC(=O)c2nonc2N)cc1[N+](=O)[O-],-9%,0%,-20%,6%,-18%,0,-25%,0%,i
CCN(Cc1cc(=O)n2ccsc2n1)Cc1nc2cc(OC)c(OC)cc2c(=O)[nH]1,-7%,20%,3%,8%,-12%,24,i,23%,i
CC(C)(C)CN1CCN(CC#Cc2ccccc2)CC1CCO (stereo not given),-1%,4%,-12%,-6%,-1%,56,-24%,-22%,i
Cc1csc(NC(=O)CCNC(=O)c2ccccc2Cl)n1,0%,11%,-24%,0%,12%,-13,-1%,4%,i
Cc1noc(C)c1S(=O)(=O)N(C)CC(=O)Nc1ccc(F)cc1,1%,25%,-7%,-3%,-18%,0,i,?,nt
COc1cccc(N2CCN(C(=O)c3ccc(N4C(=O)NC5CC4(C)Oc4ccccc45)cc3)CC2)c1 (stereo not given),3%,23%,14%,-2%,14%,-2,i,-19%,i
CC1CN(C(=S)Nc2ccccc2)C(C)CN1C=O (stereo not given),13%,-18%,5%,9%,-11%,4,-1%,1%,i
Cc1sc2nc(SCC(=O)Nc3ccccc3F)[nH]c(=O)c2c1C,-9%,5%,-2%,8%,-13%,-1,-20%,1%,i

# In the list so far, 2 have a cyano group:
SMILES,aSyn yeast inh,FUS suppressor,Abeta yeast res,GLP1R ag,TDP-43 yeast inh,DRD3 antagonist,PTHR1 ag,GLP1R inv ag,pAkt inh
CC1(C)Cc2c(sc(NC(=O)c3ccc(S(=O)(=O)N4CCCCCC4)cc3)c2C#N)C(C)(C)N1,2%,nt,8%,-2%,19%,-14,i,13%,i
CCNC(=O)NC(=O)COc1ccccc1C#N,-4%,-7%,10%,3%,-14%,-20,i,8%,i

# An excerpt (hit frequency here may not be typical).
